Screening data as filed in PubChem.
TSG101-PTAP inh = TSG101-PTAP interaction inhibition, HIV-1 budding; Q99816; Fluorescence polarization, FITC-PTAP peptide/Tsg101, 20 min; Potency, µM (series often up to 115 µM), for the others: at the top dose activity change, negative = inhibition, hits mostly inhibitors; 44,000 tested, under 10 active; AID 1347069; further: potency means the concentration at half of the fitted maximal effect; 0% is about no effect
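The Tsg101 binding domain, at 10 uM final, is mixed with compound and a FITC peptide bearing the PTAP motif (50 nM final). After 20 min at r.t., polarization is measured; actives defined by CRC class, efficacy cut-off 60% inhibition.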
B2AR arrestin ag = beta-arrestin recruitment by human beta2-adrenergic receptor ligands; HTLA Tango cells, beta-arrestin recruitment, luciferase luminescence, 18 h; Potency, µM (titrated, usually from 46.1 µM), for the others: at the top dose activation, most hits filed as activators; 44,000 tested, under 10 active;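 further: potency means the concentration at half of the fitted maximal effect; 0% = DMSO and full agonism = EC100 isoproterenol or metaproterenol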
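Luminescence read-out: arrestin recruitment to recombinant beta2-AR releases tTA, inducing luciferase. Cells exposed 18 hr at 37 degrees C to up to 46 microM compound; %Activity from corrected signal, concentration-response curves classified by r2, magnitude and efficacy.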
NTMT1 inh = inhibitors of human N-terminal methyltransferase NTMT1. NTMT1 MTase-Glo SAH luminescence, purified enzyme. actives 2.5% (n = 59,000). Potency, µM (titrated, usually from 114 µM), for inactives: at the top dose activity change, negative = inhibition, hits mostly inhibitors. Q9BV86;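 further: potency means the concentration at half of the fitted maximal effect; plate controls were DMSO vehicle for no effect and no enzyme for full effect; nearly all actives have a fitted effect of over 65% in size; many of its hits are not listed in these tables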
Target sequence (Q9BV86 whole entry, looked up): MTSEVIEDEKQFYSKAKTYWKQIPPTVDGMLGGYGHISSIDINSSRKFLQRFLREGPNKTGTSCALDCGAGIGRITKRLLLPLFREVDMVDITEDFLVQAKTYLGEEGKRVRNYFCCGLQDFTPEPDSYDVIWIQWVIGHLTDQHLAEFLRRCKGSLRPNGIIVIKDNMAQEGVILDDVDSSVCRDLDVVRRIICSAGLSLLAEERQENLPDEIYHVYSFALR
FH mod = Identification of activators of human fumarate hydratase by quantitative high-throughput screening; Fumarate hydratase, mitochondrial (Homo sapiens), P07954; FH coupled MDH/diaphorase resazurin fluorescence, 15 min; Potency, µM (highest dose often 79.9 µM), without a hit: at the top dose activity change, negative = inhibition, most hits filed as inhibitors; actives 0.22% (n = 54,000); AID 1347055, 2019; further: potency means the concentration at half of the fitted maximal effect; on the % scale 0 is the no-effect control and ±100 the full control effect; the screen sought activators but most active calls are inhibition curves; nearly all actives have a fitted effect of over 45% in size
p53null 32C kill = selectivity test: cytotoxicity in p53 null cells, permissive temperature. actives 0.62% (n = 55,000). Potency, µM (doses to about 46.1 µM), for the others: top-dose activity change, negative = cytotoxicity, actives largely listed as cytotoxic. H1299-neo p53 null cells, ATP luminescence, 24 h, 32C;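 further: potency means the concentration at half of the fitted maximal effect; 0% = DMSO only and -100% = full killing by 100 µM tamoxifen; nearly all actives have a fitted effect of over 55% in size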
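Cytotoxicity: H1299-neo (no p53), 32C, 24 h treatment. Concentrations up to 46 uM. Readout cellular ATP, luminescence. Normalization to DMSO basal and tamoxifen 100 uM maximal kill.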
p53null 39C tox = kills p53 null cells at the nonpermissive temperature; H1299 p53-null (neo) cells, 39C, ATPlite viability, 24 h; Potency, µM (highest dose often 46.1 µM), inactives show top-dose activity, negative = cell killing, usual class: cytotoxic; actives 0.97% (n = 55,000);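 further: potency means the concentration at half of the fitted maximal effect; 0% = DMSO only and -100% = full killing by 100 µM tamoxifen; nearly all actives have a fitted effect of over 50% in size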
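Concentration-response (up to 46 uM) was run for 24 h at the nonpermissive 39C on H1299-p53A138V or H1299-neo cells. ATP content was measured with ATPlite luminescence. AC50 values were Hill-modeled after normalizing between DMSO and 100 uM tamoxifen killing.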
GALK inhibitor = inhibitors of human galactokinase (GALK); P51570; Potency, µM (series often up to 57.5 µM), inactives show top-dose activity, negative = inhibition, usual class: inhibitors; recombinant GALK, Kinase-Glo ATP luminescence, 1 h; 44,000 tested, under 10 active;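 further: plate controls were full GALK reaction for no effect and reaction lacking GALK for full effect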
Target sequence (P51570 whole entry, looked up): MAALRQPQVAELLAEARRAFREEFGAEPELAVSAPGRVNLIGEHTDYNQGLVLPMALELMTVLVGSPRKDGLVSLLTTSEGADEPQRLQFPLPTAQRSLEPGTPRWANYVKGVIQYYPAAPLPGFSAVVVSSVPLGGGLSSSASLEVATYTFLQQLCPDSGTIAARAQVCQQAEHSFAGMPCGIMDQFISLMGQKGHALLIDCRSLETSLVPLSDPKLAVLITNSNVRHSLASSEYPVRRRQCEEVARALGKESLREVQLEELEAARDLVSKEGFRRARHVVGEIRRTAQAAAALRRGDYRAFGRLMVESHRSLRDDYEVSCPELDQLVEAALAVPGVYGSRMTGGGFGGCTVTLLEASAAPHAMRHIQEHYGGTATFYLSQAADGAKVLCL
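Reactions with and without enzyme served as controls. GALK at 5 nM phosphorylates 100 uM galactose using 35 uM ATP (HEPES pH 8.0, Mg2+) for 1 h at RT, with luminescence read 10 min after adding Kinase-Glo Plus.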
* hit, by the source's call; [ ] = another dose, or the depositor's remark. The call rests on the fitted dose curve; in most records, active means well fitted curve in the direction sought with a large enough effect; inconclusive means small, poorly fitted or top-dose-only effect, or another doubt; inactive means no such curve, though single readings can be large; an effect the other way counts as inactive or inconclusive. These rows are one share of the data (hit frequency here may not be typical).

Screening COc1ccccc1NC(=O)C1=C(C)Nc2nc(SCc3cc(C)ccc3C)nn2C1c1ccccc1 (configuration not stated) returned TSG101-PTAP inh 1.5%, B2AR arrestin ag -1.2%, NTMT1 inh 6.6%, FH mod -3.5%, p53null 32C kill -8.1%, p53null 39C tox 7.8% and GALK inhibitor 3.0%.
`N#C/C(=C\c1ccccc1)c1nc(-c2cc3cc(Br)ccc3oc2=O)cs1` gave TSG101-PTAP inh 0.0%, B2AR arrestin ag -0.9%, NTMT1 inh 11.9%, FH mod 0.0%, p53null 32C kill 4.9%, p53null 39C tox -3.5% and GALK inhibitor 0.1%.
`CCOC(=O)c1cccc(NC(=O)Nc2ccc3c(c2)N(C)C(=O)c2ccccc2S3)c1` gave TSG101-PTAP inh 1.1%, B2AR arrestin ag -0.4%, NTMT1 inh -4.1%, FH mod 9.1%, p53null 32C kill -0.7%, p53null 39C tox 9.3% and GALK inhibitor inconclusive.
For Cc1cccc(CNC(=O)c2ccc(N3Cc4ccccc4Oc4ncccc43)s2)c1 the results were TSG101-PTAP inh -2.6%, B2AR arrestin ag -0.2%, NTMT1 inh -7.5%, FH mod -19.6%, p53null 32C kill 2.1%, p53null 39C tox 11.1% and GALK inhibitor 1.0%.
For CCNC(=O)CC1C(=O)N(c2ccc(F)cc2)C(=O)N1Cc1ccc(C)cc1 (configuration not stated) the results were TSG101-PTAP inh -1.7%, B2AR arrestin ag 0.1%, NTMT1 inh 6.1%, FH mod 3.9%, p53null 32C kill 0.5%, p53null 39C tox 1.0% and GALK inhibitor -1.2%.
O=c1cc2nc(-c3cccs3)nc(SCCOc3ccc(Cl)cc3)n2[nH]1 was read as TSG101-PTAP inh -2.7%, B2AR arrestin ag 0.6%, NTMT1 inh inconclusive, FH mod -18.5%, p53null 32C kill -8.3%, p53null 39C tox -12.6% and GALK inhibitor -0.2%.
O=S(=O)(c1ccccc1)c1nc(-c2ccccc2)oc1N1CCN(c2cccc(Cl)c2)CC1 was read as TSG101-PTAP inh 1.4%, B2AR arrestin ag 0.2%, NTMT1 inh inconclusive, FH mod -4.7%, p53null 32C kill -4.5%, p53null 39C tox 16.3% and GALK inhibitor 1.9%.
`CCC1CN(C(=O)NCc2ccc(F)cc2)c2cc(Cl)ccc2O1` (configuration not stated) gave TSG101-PTAP inh -0.2%, B2AR arrestin ag 0.3%, NTMT1 inh -0.6%, FH mod -24.3%, p53null 32C kill -4.1%, p53null 39C tox -3.9% and GALK inhibitor 0.0%.
Screening COc1ccc(N(C)C(=O)c2nc(-c3cccc(F)c3)n3c2CCCCC3)c(OC)c1 returned TSG101-PTAP inh -3.9%, B2AR arrestin ag 1.7%, NTMT1 inh 9.1%, FH mod -7.9%, p53null 32C kill -1.8%, p53null 39C tox -1.0% and GALK inhibitor -9.5%.
COC(=O)Cn1nc(C)c2c(C)n(-c3ccccc3)nc2c1=O was read as TSG101-PTAP inh -9.5%, B2AR arrestin ag -2.7%, NTMT1 inh -6.0%, FH mod 2.8%, p53null 32C kill -7.4%, p53null 39C tox -14.9% and GALK inhibitor -12.9%.
For Cc1ccc(N2CCN(S(=O)(=O)c3ccc(-n4cnnn4)cc3)CC2)c(C)c1 the results were TSG101-PTAP inh 1.4%, B2AR arrestin ag -1.2%, NTMT1 inh 4.7%, FH mod -7.1%, p53null 32C kill 2.3%, p53null 39C tox -16.5% and GALK inhibitor -1.2%.
`Cc1ccc(C)c(CSc2nnc3[nH]c(=O)cc(C)n23)c1` gave TSG101-PTAP inh -2.4%, B2AR arrestin ag -2.0%, NTMT1 inh 1.6%, FH mod -9.3%, p53null 32C kill -6.7%, p53null 39C tox 37.7%[activator] and GALK inhibitor -1.9%.

An excerpt from above in order of SMILES length, high to low:
`CCOC(=O)c1cccc(NC(=O)Nc2ccc3c(c2)N(C)C(=O)c2ccccc2S3)c1` gave TSG101-PTAP inh 1.1%, B2AR arrestin ag -0.4%, NTMT1 inh -4.1%, FH mod 9.1%, p53null 32C kill -0.7%, p53null 39C tox 9.3% and GALK inhibitor inconclusive.
For CCNC(=O)CC1C(=O)N(c2ccc(F)cc2)C(=O)N1Cc1ccc(C)cc1 (configuration not stated) the results were TSG101-PTAP inh -1.7%, B2AR arrestin ag 0.1%, NTMT1 inh 6.1%, FH mod 3.9%, p53null 32C kill 0.5%, p53null 39C tox 1.0% and GALK inhibitor -1.2%.
For Cc1cccc(CNC(=O)c2ccc(N3Cc4ccccc4Oc4ncccc43)s2)c1 the results were TSG101-PTAP inh -2.6%, B2AR arrestin ag -0.2%, NTMT1 inh -7.5%, FH mod -19.6%, p53null 32C kill 2.1%, p53null 39C tox 11.1% and GALK inhibitor 1.0%.

Additional results follow.
Cc1ccc(CCNS(=O)(=O)c2ccc3c(c2)CCN3C(=O)CCC(=O)O)cc1 was read as TSG101-PTAP inh 0.0%, B2AR arrestin ag 0.9%, NTMT1 inh inconclusive, FH mod -13.8%, p53null 32C kill -10.8%, p53null 39C tox -28.9% and GALK inhibitor 6.9%.
`COCCn1c(=O)[nH]c2cc(C(=O)N3CCN(c4ccc(Cl)cc4)CC3)ccc2c1=O` gave TSG101-PTAP inh -1.8%, B2AR arrestin ag 0.0%, NTMT1 inh 8.2%, FH mod 0.3%, p53null 32C kill 2.3%, p53null 39C tox 0.8% and GALK inhibitor 0.9%.
`COc1cc(OC)c(NC(=O)Cn2cnc3nc4c(cc3c2=O)CCCC4)cc1Cl` gave TSG101-PTAP inh -7.1%, B2AR arrestin ag -0.5%, NTMT1 inh 6.8%, FH mod -12.3%, p53null 32C kill -11.4%, p53null 39C tox inconclusive and GALK inhibitor 0.2%.
`Cc1cccc(CSc2ncc(Cl)c(C(=O)Nc3nnc(C)s3)n2)c1` gave TSG101-PTAP inh 0.5%, B2AR arrestin ag -1.7%, NTMT1 inh -0.2%, FH mod 2.8%, p53null 32C kill -2.9%, p53null 39C tox -11.3% and GALK inhibitor -3.8%.
For Cc1cc(NC(c2nnc(-c3ccccc3)o2)c2ccccc2F)ccc1Br (configuration not stated) the results were TSG101-PTAP inh -2.6%, B2AR arrestin ag 0.2%, p53null 32C kill 2.0%, p53null 39C tox -7.3% and GALK inhibitor 3.9%.
`CCOC(=O)c1ccccc1NC(=O)N(C)CCc1c(C)nn(CC)c1C` gave TSG101-PTAP inh -3.7%, B2AR arrestin ag -1.2%, NTMT1 inh -7.1%, FH mod -8.6%, p53null 32C kill -5.9%, p53null 39C tox -10.5% and GALK inhibitor 0.0%.
CCc1ccccc1NC(=O)C1CCN(C2=NS(=O)(=O)C(c3ccc(C)c(C)c3)=C2C)CC1 was read as TSG101-PTAP inh -5.3%, B2AR arrestin ag 1.0%, NTMT1 inh 0.4%, FH mod 2.8%, p53null 32C kill -16.4%, p53null 39C tox 5.3% and GALK inhibitor -1.5%.
Screening O=C(Nc1ccc(F)cc1)c1cc2cc3ccc(Cl)cc3nc2o1 returned TSG101-PTAP inh 0.8%, B2AR arrestin ag 0.1%, NTMT1 inh -1.3%, FH mod 3.9%, p53null 32C kill 5.1%, p53null 39C tox 3.8% and GALK inhibitor -0.8%.
Screening CC1CN(C(=O)N2CCC(C(=O)NCc3ccco3)CC2)c2cc(Cl)ccc2O1 (configuration not stated) returned TSG101-PTAP inh -2.2%, B2AR arrestin ag -0.1%, NTMT1 inh 17.2%, FH mod 2.3%, p53null 32C kill 8.7%, p53null 39C tox 24.6% and GALK inhibitor -12.0%.
Screening COc1ccc(-n2cc(C(=O)NCc3ccccc3Cl)c3ccccc3c2=O)cc1 returned TSG101-PTAP inh -0.8%, B2AR arrestin ag 3.1%, NTMT1 inh 6.7%, FH mod 1.3%, p53null 32C kill 4.7%, p53null 39C tox 76.9%[activator] and GALK inhibitor -12.2%.
Cc1ccc(S(=O)(=O)C(CNC(=O)C(=O)NCCc2ccc(Cl)cc2)c2cccs2)cc1 (configuration not stated) was read as TSG101-PTAP inh 2.4%, B2AR arrestin ag -2.9%, NTMT1 inh 7.3%, FH mod 6.9%, p53null 32C kill 0.4%, p53null 39C tox 22.1% and GALK inhibitor 1.3%.
`Cc1ccc(Cl)cc1N1CCN(CCCNc2ncnc3onc(-c4ccc(F)cc4)c23)CC1` gave TSG101-PTAP inh 3.7%, B2AR arrestin ag 1.2%, NTMT1 inh 0.2%, FH mod inconclusive, p53null 32C kill -0.7%, p53null 39C tox -0.9% and GALK inhibitor 2.4%.
`CCc1ccc(CN(Cc2ccco2)C(=O)c2cc(-c3ccc(C)c(F)c3)on2)cc1` gave TSG101-PTAP inh -0.6%, B2AR arrestin ag -3.5%, NTMT1 inh -4.4%, FH mod -13.0%, p53null 32C kill 0.2%, p53null 39C tox -6.6% and GALK inhibitor -0.5%.
